Nrf2 inh: Nrf2 qHTS screen for inhibitors; 360,000 compounds, 2.1% hits; Potency, µM (doses to about 46 µM), inactives show top-dose activity change, negative = inhibition, most hits filed as inhibitors; AID 504444, 2011; A549 ARE-Fluc reporter, luciferase luminescence, 18-24 h; further: potency means the concentration at half of the fitted maximal effect; on the % scale 0 is the no-effect control and ±100 the full control effect; nearly all actives have a fitted effect of over 60% in size
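A549 ARE_Fluc cells (5000/well, 5% FBS OPTI-MEM) pre-incubated 2 h, then treated with compounds 18-24 h at 37C/5% CO2 in concentration-response. CellTiter-Fluor viability read first; BugLite luciferase luminescence after 15 min at room temperature gives Nrf2 activity.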
HepG2 viability: qHTS for Inhibitors of TGF-b: Cytotox Counterscreen; 410,000 compounds, 0.76% hits; AID 588856, 2011; HepG2 CAGA-GFP viability, ATP luminescence, 18 h; Potency, µM (series often up to 46.1 µM), inactives show at the top dose activity change, negative = cytotoxicity, usual class: cytotoxic; further: potency means the concentration at half of the fitted maximal effect; some results filed as inactive show a strong effect at the top dose
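CellTiter-Glo luminescence gave cytotoxicity after 18 hours at 37 degrees C. The cells were HepG2 CAGA-GFP in 1% FBS DMEM, stimulated with 500 pg/mL TGF-beta after compound addition. %Activity was normalised to no-cell wells (complete cell-killing) and DMSO (no toxicity), and curves were fitted and classified.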
IL1B secr inh: qHTS for Inhibitors of Inflammasome Signaling: IL-1-beta AlphaLISA Primary Screen. THP-1 LPS/ATP IL-1B secretion, AlphaLISA, 16 h; stronger effect = lower value. activity change, % at 57.5 µM. 360,000 compounds, 4.7% hits. AID 743279, 2014; in the data active means activity change below about -50%; inconclusive means mostly about -30% to -49%; further: on the % scale 0 is the no-effect control and ±100 the full control effect
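THP-1 cells pretreated 1 hr with compounds (up to 57.5 uM final), then stimulated with LPS (250 ng/mL final) plus ATP (1.25 mM final); secreted IL-1B measured by AlphaLISA after 16 hr, decreased signal indicating inhibition.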
TGFb SMAD3 inh: qHTS for Inhibitors of TGF-b. Potency, µM (series often up to 46.1 µM), for the others: top-dose activity, negative = inhibition, hits mostly inhibitors. HepG2 CAGA-GFP TGF-b/SMAD3 reporter, GFP fluorescence, 18 h; TGF-beta stimulated, 500 pg/mL final. 410,000 compounds, 1.2% hits; further: potency means the concentration at half of the fitted maximal effect; on the % scale 0 is the no-effect control and ±100 the full control effect; nearly all actives have a fitted effect of over 65% in size
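TGF-beta reporter screen: HEPG2 CAGA-GFP, 1% FBS, 500 pg/mL TGF-beta final, 18 h; per-cell GFP summed per well; curves fitted and categorized by class.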
A549 tox: Nrf2 qHTS screen for inhibitors: counterscreen for cytotoxicity | A549 ARE-Fluc cells, CellTiter-Fluor viability, 18-24 h | Potency, µM (doses to about 46 µM), for inactives: top-dose activity change, negative = cytotoxicity, hits mostly inhibitors | 390,000 compounds, 0.16% hits; further: potency means the concentration at half of the fitted maximal effect; on the % scale 0 is the no-effect control and ±100 the full control effect
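Cytotoxicity counterscreen: CellTiter-Fluor fluorescence was measured in A549 ARE_Fluc cells after 18-24 h of compound exposure in a concentration series. The subsequent BugLite luminescent read reports ARE-luciferase activity.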
S2 tox: Viability Counterscreen for Primary qHTS for Inhibitors of ATXN expression; S2 cells (HEK-293 line with an ATXN2-luciferase reporter) viability, CellTiter-Fluor protease fluorescence, 24 h; 400,000 compounds, 0.49% hits; Potency, µM (highest dose often 56.7 µM), most hits filed as cytotoxic; AID 651635, 2014; further: potency means the concentration at half of the fitted maximal effect; nearly all actives have a fitted effect of over 40% in size
ATXN2 expr inh: Primary qHTS for Inhibitors of ATXN expression. HEK-293 ATXN2-luciferase reporter, luminescence, 24 h. Potency, µM (titrated, usually from 57 µM), inactives show at the highest dose activity change, negative = inhibition, usual class: inhibitors. 360,000 compounds, 0.72% hits; further: potency means the concentration at half of the fitted maximal effect; on the % scale 0 is the no-effect control and ±100 the full control effect; nearly all actives have a fitted effect of over 55% in size
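qHTS (up to 57 uM final) was run with 24 h compound exposure of reporter cells at 37 °C. Each well was multiplexed: SteadyGlo luminescence measured ATXN2-luciferase expression after a fluorogenic Gly-Phe-AFC viability readout (25 uM final).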
Nrf2 ARE act: qHTS of Nrf2 Activators | AREc32 ARE-luciferase reporter (MCF7-derived line), luminescence, 24 h | Potency, µM (top dose mostly 46.1 µM), for the others: at the top dose activation, actives largely listed as activators | 410,000 compounds, 0.31% hits; further: potency means the concentration at half of the fitted maximal effect; % of control where 0% means no effect; nearly all actives have a fitted effect of over 65% in size
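Quantitative high-throughput format: AREc32 reporter cells, 1000 per well, received compound by pin transfer and were incubated 24 hr at 37 deg C, 5% CO2, before Steady-Glo luminescence detection.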
MCF10A rerep: A quantitative high throughput screen for small molecules that induce DNA re-replication in MCF 10a normal breast cells; MCF 10A DNA re-replication, Hoechst nuclear intensity, 48 h; Potency, µM (highest dose often 46.1 µM), for inactives: at the top dose activity, positive = re-replication, usual class: activators; 350,000 compounds, 2.9% hits; further: potency means the concentration at half of the fitted maximal effect; % of control where 0% means no effect; nearly all actives have a fitted effect of over 50% in size
The depositor's hits bear a star; i = inactive; ? = inconclusive; . = no result given; & = joins results of further samples. Unless noted, the call rests on the fitted dose curve; in most records, active means well fitted curve in the direction sought with a large enough effect; inconclusive means small, poorly fitted or top-dose-only effect, or another doubt; inactive means no such curve, though single readings can be large; an effect the other way counts as inactive or inconclusive.

SMILES,Nrf2 inh,HepG2 viability,IL1B secr inh,TGFb SMAD3 inh,A549 tox,S2 tox,ATXN2 expr inh,Nrf2 ARE act,MCF10A rerep
COc1ccc(NC(=O)N(C)C[C@H]2Oc3c(NC(=O)NC4CCCCC4)cccc3C(=O)N([C@H](C)CO)C[C@@H]2C)cc1,-3%,13%,-7,6%,-8%,i,3%,0.4%,1%
Cc1ccc2c(c1)N(S(=O)(=O)c1ccc3c(c1)NC(=O)CC(=O)N3)CCO2,-14%,-4%&4%,15,-1%&-5%,-4%&13%,i,-8%,0.0%&-1.4%,9%
COc1ccccc1CCNC(=O)c1ccccc1SCC(=O)N1CCCC1,3%,-4%,20,11%,0%,i,-8%,-0.4%,-8%
COC(C[C@@H]1O[C@@H]1[C@@H](O)[C@@H](C)OCc1ccccc1)OC,-4%,3%,-7,-10%,2%,i,-3%,0.3%,18%
COc1ccccc1NC(=O)CC(NCCN(C)C)C(=O)O (stereo not given),14%,-23%,13,15%,8%,i,-5%,0.1%,-1%
COc1ccc(OC)c(-n2cc3c(=O)n(C)c(=O)n(C)c3c2)c1,.,-26%,33,-2%,-2%,i,3%,12%,78%
Cn1c(COc2cccc3cccnc23)nnc1SCC(=O)O,-2%,4%,-9,-5%,-5%,?,.,0.3%,5%
CCN(CC)c1ccc(-n2c(C)cc(C=O)c2C)cc1,?,-8%,?,0%,-13%,i,-19%,2.9%,-2%
CC(=O)O/N=C(\N)c1ccc(-c2csnn2)cc1,6%,11%,-14,-6%,7%,i,26%,8.5%,-2%
CCOC(=O)c1cc(OC(=O)c2cccc(F)c2)n(-c2ccccc2)n1,-24%,-8%,.,0%,-1%,i,-5%,0.2%,.
O=C(CC1SC(=Nc2ccc3c(c2)OCCO3)NC1=O)Nc1ccc(F)cc1F (stereo not given),-24%,-6%,?,-7%,2%,i,-16%,-0.1%,11%
CC(C)c1cc2c(c(O)c1O)[C@@]13CCCC(C)(C)C1CC2OC3=O (stereo not given in full),-9%,-28%,-12,13µM*,-13%,?,?,11%,?
COc1ccc2oc(C)c(C(=O)Cn3ccnc3)c2c1,-16%,-22%,-3,9%,3%,i,-8%,2.1%,-8%
COCCn1c(=O)[nH]c2cc(C(=O)NCCc3ccc(OC)c(OC)c3)ccc2c1=O,1%,-7%,0,-1%,2%,i,-1%,-0.5%,1%
COc1ccc(OC)c(CN2CCCC(CCC(=O)N(C)CCc3ccccn3)C2)c1 (stereo not given),11%,-7%,9,-3%,2%,i,.,0.3%,6%
CCNC(=O)C(=O)NCC1OCCCN1S(=O)(=O)c1ccc(F)cc1C (stereo not given),22%,20%,i,0%,6%,i,-2%,0.0%,-26%
O=C(NNC(=S)NC(=O)c1cccs1)c1cccnc1,1%,-6%,15,13%,1%,i,-17%,2.3%,-3%
Cc1ccccc1CSc1nc2ccccc2c(=O)[nH]1,?,-11%,10,3%,11%,i,1%,-1.1%,-2%
Cc1ccc(-n2nc3c(c2NC(=O)c2ccc4c(c2)OCO4)CS(=O)(=O)C3)cc1,0%,0%,-2,-6%,-2%,i,5%,0.0%,-3%
CCOC(=O)c1nnc(-c2cccs2)nc1Oc1ccccc1C(=O)OC,20%,-13%,26,-9%,-9%,i,-3%,2.3%,?

Quoted from the listing:
`Cc1ccc(-n2nc3c(c2NC(=O)c2ccc4c(c2)OCO4)CS(=O)(=O)C3)cc1` | ATXN2 expr inh = 5%
`Cc1ccccc1CSc1nc2ccccc2c(=O)[nH]1` | MCF10A rerep = -2%

(next part)
SMILES,Nrf2 inh,HepG2 viability,IL1B secr inh,TGFb SMAD3 inh,A549 tox,S2 tox,ATXN2 expr inh,Nrf2 ARE act,MCF10A rerep
Cc1ccc(NC(=O)C2Cc3ccccc3CN2C(=O)c2ccccc2)cc1Cl (stereo not given),12%,0%,-25,-3%,-3%,i,0%,-0.3%,5%
COCCn1c(SCC(=O)Nc2cccnc2Cl)nc2ccccc21,-18%,-1%,-6,-4%,-1%,i,.,3.2%,1%
CC(NC(=O)C12CC3CC(CC(O)(C3)C1)C2)c1ccccc1 (stereo not given),?,7%,10,-9%,1%,i,-4%,-0.4%,2%
CCOC(=O)c1c(C)c(-c2ccccc2)n(CC(=O)NCc2cccc(OC)c2)c1C,?,-24%,.,-23%,-13%,i,3%,-0.9%,.
CC(C)(C)OC(=O)C[C@H]1C/C=C\C[C@H](CC(=O)N(CCO)Cc2ccccc2)C(=O)N[C@@H](c2ccccc2)COC1=O,8%,-3%,-17,-5%,-1%,i,-13%,0.0%,-1%
Cc1ccc(C(O)CSc2nnc(-c3ccc4ccccc4c3)n2C)cc1 (stereo not given),-12%,-43%,0,-15%,1%,i,-24%,-0.7%,10%
CC(C)OC(=O)CSc1nc2ncccc2[nH]1,22%,-20%,24,-16%,-11%,i,6%,0.1%,-3%
Cc1ccc2cc(CN(CC3CCCO3)C(=S)Nc3ccccc3)c(=O)[nH]c2c1 (stereo not given),5%,8%,?,-12%,?,i,-13%,1.2%,?
COc1ccc(-c2nnc(SCC(=O)NC3CCCCC3)o2)cc1,?,-3%,-4,3%,-22%,i,-1%,4.1%,-20%
COC(=O)C1(C(=O)OC)C/C=C\CN(S(=O)(=O)c2ccccc2[N+](=O)[O-])CC1,.,.,30,.,.,?,-3%,6.6%,.
CCCc1cc(C(=O)Nc2ccccc2C(=O)OC)no1,2%,-2%,37,-4%,8%,i,0%,6.0%,22%
Cc1ccc(-c2nc(C(=O)O)cs2)cc1,?,0%,7,12%,-8%,i,18%,-0.2%,20%
Cc1ccc(Nc2nnc(SCC(=O)Nc3ccccc3[N+](=O)[O-])s2)cc1,-15%,-44%,-15,8%,3%,i,-3%,-0.4%,0%
CC(=O)c1ccc(OC(C)C)c(Cc2c(O)nc(N)[nH]c2=O)c1,-33%,-3%,9,2%,-11%,i,1%,0.8%,4%
COc1cc(CNCc2ccc(OC)c(OC)c2OC)cc(OC)c1,9.2µM*,-29%,?,-1%,-4%,i,-22%,0.3%,6%
Cc1[nH]n(-c2ccccc2)c(=O)c1-c1ccc(Cl)cc1,8%,-2%,-3,0%,-13%,i,2%,-0.6%,?
CN1CCC2(CC1)Nc1nc(SCc3ccc(Cl)cc3)nn1C1=C2CN(C)CC1,.,-75%,-62*,?,?,i,-31%,6.1%,5%
COc1cc(NC(=O)CSc2nc3[nH]ncc3c(=O)n2-c2ccccc2)cc(OC)c1OC,.,-20%,?,-4%,.,i,.,?,.
CC(C)=NNc1nc2c(c(=O)n(C)c(=O)n2C)n1CCc1ccccc1,4%,1%,-3,-17%,2%,i,-9%,18%,-3%
COc1ccc(-c2csc(N(CC3CCCO3)C(=O)c3ccccc3)n2)cc1 (stereo not given),-19%,-14%,26,-7%,?,i,.,0.1%,2%
O=C(CSc1nncs1)NCc1ccc2c(c1)OCO2,12%,1%,0,1%,-4%,?,13%,0.2%,0%
O=C(CCC(=O)N1CCN(c2ccccn2)CC1)Nc1nnc(C(F)(F)F)s1,7%,4%,19,11%,-4%,i,1%,-0.7%,7%
CCOc1ccccc1NC(=O)CC(c1ccc(F)cc1)N1Cc2ccccc2C1=O (stereo not given),-9%,-21%,.,-23%,1%,.,.,3.7%,.
O=C1c2[nH]nc(-c3ccccc3O)c2C(c2cccc(O)c2)N1Cc1ccncc1 (stereo not given),15%,-8%,.,?,1%,i,-3%,-1.0%,.
Cc1cccc(C(=O)NCC(=O)NCC2COc3ccccc3O2)c1 (stereo not given),-14%,-12%,13,1%,2%,i,8%,-0.3%,0%
CN1CCN(C2=Cc3ccccc3Sc3cc(F)ccc32)CC1,1%,-68%,?,-20%,-1%,i,-20%,3.3%,-2%
CC1(C)Cc2c(c(=S)nc(-c3ccccc3)n2CCCN2CCOCC2)CO1,15%,3%,-5,24%,2%,i,-8%,0.1%,15%
Cc1cc(=O)oc2c3c(cc(OCC(=O)NC(Cc4ccc(Cl)cc4)C(=O)O)c12)OC(C)(C)CC3 (stereo not given),12%,-24%,25,-12%,0%,i,-6%,-0.3%,-10%
CN1c2ccccc2C(C)(C)C12CC(CCl)=NO2 (stereo not given),-20%,0%,-12,-1%,-8%,i,-8%,0.5%,10%

TGFb SMAD3 inh: what is marked active above
Structure,IL1B secr inh,TGFb SMAD3 inh,Nrf2 ARE act
CC(C)c1cc2c(c(O)c1O)[C@@]13CCCC(C)(C)C1CC2OC3=O (stereo not given in full),-12,13µM*,11%

4 structures already listed, sorted by count of non-hydrogen atoms, smallest number first.
SMILES,Nrf2 inh,HepG2 viability,IL1B secr inh,TGFb SMAD3 inh,A549 tox,S2 tox,ATXN2 expr inh,Nrf2 ARE act,MCF10A rerep
O=C(CSc1nncs1)NCc1ccc2c(c1)OCO2,12%,1%,0,1%,-4%,?,13%,0.2%,0%
Cc1cccc(C(=O)NCC(=O)NCC2COc3ccccc3O2)c1 (stereo not given),-14%,-12%,13,1%,2%,i,8%,-0.3%,0%
O=C(CCC(=O)N1CCN(c2ccccn2)CC1)Nc1nnc(C(F)(F)F)s1,7%,4%,19,11%,-4%,i,1%,-0.7%,7%
CCOc1ccccc1NC(=O)CC(c1ccc(F)cc1)N1Cc2ccccc2C1=O (stereo not given),-9%,-21%,.,-23%,1%,.,.,3.7%,.

Screens: PubChem BioAssay, National Center for Advancing Translational Sciences (NCATS)
